Compound activity deposited in PubChem by several laboratories.
LYP phosphatase = inhibitors of LYP phosphatase, biochemical, fluorescence intensity, uHTS (AID 1779). recombinant LYP phosphatase, fluorescence intensity; higher % means a stronger effect. one-dose inhibition, % at 11.5 µM; IC50 in µM for titrated hits. hit rate 0.054% among 290,000;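 also: plate controls were vehicle with enzyme for no effect and no enzyme for full effect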
P. falciparum M1AAP = malaria alanyl aminopeptidase activity blockers – biochemical, fluorogenic H-Leu-NHMec substrate, 1536-well (AID 1445); hit rate 0.42% among 220,000; inhibition, % at 30 µM, or IC50 in µM where a hit was titrated; recombinant M1AAP, H-Leu-NHMec fluorogenic kinetic assay; higher % means a stronger effect;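 active = primary inhibition above the hit cutoff, then over 50% inhibition at one or more dose response concentrations, cut at about 23% in these data, passing the limit was not always enough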;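 also: plate controls were DMSO full reaction for no effect and no enzyme background for full effect; strong numbers were not always called active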
SIAH1 antagonists = blockers of Siah-1 interaction with plectin peptide – biochemical, fluorescence polarization, rhodamine-plectin, uHTS, primary screen (AID 1817). hit rate 0.02% among 290,000. displacement, % at 20 µM; hits with a dose series show IC50 in µM. Siah-1 / rhodamine-plectin peptide fluorescence polarization; higher % means a stronger effect;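 active = displacement of at least 50% at 20 µM, with a fluorescence ratio check between 0.3 and a set limit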;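 also: plate controls were Siah plus tracer with DMSO for no effect and tracer alone without Siah for full effect; strong numbers were not always called active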
XIAP displacement = XIAP antagonists, biochemical, IAP family, fluorescence polarization (AID 1018) | XIAP BIR domain, fluorescence polarization peptide displacement; higher % means a stronger effect | one-dose displacement, % at 20 µM; IC50 in µM for titrated hits | hit rate 0.007% among 200,000; in the data active = displacement above about 50%; also: a part of the inactive calls stands beside numbers as strong as those of hits
P. falciparum M17LAP = P. falciparum M17LAP inhibitors, primary screen, biochemical, fluorogenic H-Leu-NHMec substrate, 1536-well (AID 1619) | recombinant M17LAP, H-Leu-NHMec fluorogenic kinetic assay; higher % means a stronger effect | one-dose inhibition, % at 30 µM; IC50 in µM for titrated hits | hit rate 0.38% among 220,000;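 active = compound inhibiting the enzyme by more than half at any dose during confirmatory dose-response retesting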;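 also: plate controls were full reaction with DMSO carrier for no effect and no enzyme background for full effect; strong numbers were not always called active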
PMI inhibition = human PMI inhibitors, high substrate, primary screen, biochemical, fluorescence intensity, high mannose 6-phosphate (AID 1220). recombinant PMI enzyme, coupled fluorescence intensity; higher % means a stronger effect. inhibition, % at 20 µM, or IC50 in µM where a hit was titrated. hit rate 0.66% among 190,000
AID2073 = disruptors of CaV2.2 binding to Mint1 – biochemical, HTRF (AID 2073) | HTRF protein-protein interaction, Mint1-CaV2.2; higher % means a stronger effect | inhibition, % at 20 µM; hits with a dose series show IC50 in µM | hit rate 0.19% among 290,000; in the data active = inhibition mostly above about 51%, no sharp cut-off; also: some results filed as inactive read as strong as hits
Dynein cargo inh = dynein cargo transport inhibition; 3617.4 mouse cells, GR-EGFP nuclear translocation imaging; test concentration mostly 20 µM; stimulated with dexamethasone, 1 µM; hits give low values; z-score, hits read low; hit rate 0.47% among 220,000; AID 1381;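 active = plate z-score of nuclear minus cytoplasmic receptor signal below a set negative limit, without overly bright fluorescence or cell loss, cut at about -3.5 in these data, passing the limit was not always enough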;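 also: z-score of nuclear minus cytoplasmic ring GR-EGFP intensity difference per well; some compounds called inactive have numbers as strong as hits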
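Also added: dexamethasone, 1.0 µM final. Medium: tet-free, stripped-serum medium. Detection: fixed, Hoechst-stained cells imaged at 10x for EGFP. Read-out: nuclear-to-cytoplasmic GR-EGFP distribution per well. Times: induction 48 h, compound 1 h, agonist 30 min.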
PMI inhibitors = MPI enzyme activity inhibition – biochemical, fluorescence intensity, coupled assay, primary screen (AID 1209) | inhibition, % at 20 µM; hits with a dose series show IC50 in µM | purified PMI enzyme, coupled fluorescence intensity; higher % means a stronger effect | hit rate 0.42% among 190,000;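 also: plate controls were DMSO vehicle for no effect and wells lacking substrate for full effect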
Dynein cargo inh cytoplasmic EGFP = recorded beside Dynein cargo inh, whose call it bears; z-score; measured here: cytoplasmic GR-EGFP intensity; hits give high values
Dynein cargo inh nuclear GR-EGFP = also measured in Dynein cargo inh; calls as there; z-score; measured here: nuclear GR-EGFP intensity;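 lower value marks the stronger effect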
Dynein cargo inh cell count = further read-out of Dynein cargo inh, marked with its call; z-score; measured here: cell count per field
* hit, by the source's call; / = not tested or not shown. Rule as the data show it, unless noted: active = inhibition above about 50%; inactive = the rest.

SMILES	LYP phosphatase	P. falciparum M1AAP	SIAH1 antagonists	XIAP displacement	P. falciparum M17LAP	PMI inhibition	AID2073	Dynein cargo inh	Dynein cargo inh cytoplasmic EGFP	Dynein cargo inh nuclear GR-EGFP	Dynein cargo inh cell count	PMI inhibitors
COc1ccccc1NS(=O)(=O)c1cc(NC(=O)c2ccc(=O)[nH]c2)ccc1N1CCOCC1	-2.6%	5.7%	1.8%	-4.5%	4.0%	-2.4%	31.0%	0.119	-0.18	-0.296	0.0581	0.7%
C=CCc1cc(OC)ccc1OCCOCCN1CCc2ccccc2C1	-8.6%	-0.9%	-4.6%	-3.9%	3.6%	-5.7%	-5.2%	0.612	-0.323	0.141	-0.573	-6.1%
O=C(Cn1c(=O)n(-c2ccccc2)c(=O)c2sccc21)N1CCCC1	-8.3%	0.9%	-3.4%	-5.1%	-15.9%	-9.6%	-0.4%	-0.555	-0.216	-0.225	0.671	4.3%
COc1ccc([N+](=O)[O-])cc1NC(=O)C(C)OC(=O)/C=C/c1ccco1 (stereo unspecified)	3.8%	9.6%	3.0%	0.9%	17.5%	5.2%	-8.5%	-0.748	-0.299	0.133	0.7	0.5%
CSCCC(NC(=O)c1ccccc1)C(=O)N/N=C(\C)c1ccccc1 (stereo unspecified)	-4.8%	1.5%	5.9%	2.2%	-3.0%	0.3%	-7.3%	-0.694	-0.239	-0.492	1.51	6.7%
CCOC(=O)/C(C#N)=C/Nc1ccccc1NS(=O)(=O)c1ccc(C)c(C)c1	-7.0%	5.0%	2.8%	/	5.7%	/	9.2%	0.232	-0.189	0.125	-0.14	/
O=C(Nc1ccccc1)c1sc2cc(C(F)(F)F)cnc2c1-c1cccs1	3.0%	0.4%	3.7%	-6.7%	13.8%	-13.4%	-3.0%	-0.593	-0.267	-0.353	2.89	-5.0%
NC(=O)c1ccc(NC(=O)c2cccc3c2OCCCO3)cc1	-8.8%	0.3%	-5.5%	/	0.5%	/	7.8%	0.912	-0.198	0.293	0.138	/
O=C(NN1C(=O)c2ccccc2C1=O)C1C2CCCCC21 (stereo unspecified)	-1.8%	5.4%	-4.0%	-8.5%	-3.8%	-3.5%	10.3%	0.0135	-0.245	0.0539	0.539	7.8%
COc1cc2ccccc2cc1C(=O)NC(=S)Nc1cccc(C(=O)O)c1C	0.9%	8.0%	-0.5%	/	-7.3%	/	0.0%	0.494	-0.257	0.131	0.282	/
Cc1ccc(CNC(=O)CN(C2CCCCC2)S(C)(=O)=O)cc1	-6.3%	16.8%	6.7%	0.4%	29.5%	-4.1%	13.4%	-0.256	-0.259	-0.501	-0.0987	-2.7%
O=c1cc(O)c2sc(Nc3ccc(F)c(Cl)c3)nc2[nH]1	2.8%	11.1%	2.9%	-9.5%	2.7%	57.5%*	86.3%*	-0.509	-0.335	-0.291	-0.178	41.4%
CC1=CC(C)(C(Cl)Cl)C(C)=CC1=O (stereo unspecified)	-6.0%	-1.9%	-3.2%	-10.9%	-12.3%	11.5%	14.3%	-0.525	-0.21	-0.142	0.109	9.3%
CC(C)(C)n1nnnc1C(c1cccc(C(F)(F)F)c1)N1CCC(O)CC1 (stereo unspecified)	-2.6%	-5.9%	-0.4%	-5.0%	-17.4%	-16.1%	20.3%	-0.611	-0.371	-0.574	1.18	0.3%
O=C(Nc1ccccc1Cl)N1CCN(c2ccccn2)CC1	3.9%	0.8%	-6.0%	-3.6%	-7.4%	-1.3%	3.7%	1.91	-0.227	1.15	-1.14	-5.6%
O=C(CCC(=O)N1CCN(c2ccc(F)cc2)CC1)c1ccc(F)cc1	-5.8%	4.2%	-1.7%	/	11.3%	/	-6.0%	0.147	-0.184	-0.034	0.0123	/
CCc1nc(N=Nc2c(O)[nH]c3ccccc23)c2c3c(sc2n1)CCC3	-9.6%	9.1%	3.9%	-1.7%	-1.3%	-6.7%	-8.5%	0.0231	-0.288	-0.377	0.0158	-5.7%
O=C(CCC(NC(=O)OCc1ccccc1)C(=O)OCC(=O)N1CCCCC1)OCC(=O)N1CCCCC1 (stereo unspecified)	-1.9%	2.2%	3.6%	-2.8%	14.6%	-0.5%	27.0%	-0.349	-0.0354	0.106	0.2	0.6%
O=C(NNC(=S)NC1CCCCC1)c1cccs1	-7.4%	-6.6%	-3.9%	-5.2%	2.7%	4.8%	-6.5%	-0.902	-0.344	-0.855	1.73	1.2%
CC(OC(=O)C1CC1)C(=O)Nc1cc(C(F)(F)F)ccc1Cl (stereo unspecified)	-4.8%	-1.9%	4.1%	-23.2%	-1.2%	-7.2%	-1.6%	0.828	-0.177	0.417	-0.00486	-5.2%
CCC1=C(OC(=O)N(CC)CC)N2C(=O)OC(=NCC3CC3)[C@]2(Cc2ccccc2)[C@H]2C1=CC[C@H]1C(=O)N(CC(=O)OC)C(=O)[C@H]12	2.8%	1.5%	2.9%	/	-0.8%	/	3.1%	0.347	-0.635	0.247	-0.673	/
COC(=O)C1=C(C)Nc2nnnn2C1c1ccco1 (stereo unspecified)	-5.1%	11.4%	3.9%	-9.2%	1.2%	15.6%	-11.4%	-1.04	-0.162	-0.673	-0.423	18.2%
CCOCC(=O)Nc1ccccc1C(=O)OCC	-7.1%	-2.5%	-0.5%	-2.4%	0.1%	9.5%	17.8%	-0.775	-0.256	-0.943	-0.0885	8.8%
N#CCn1nnc(-c2ccc3c(c2)OCO3)n1	-2.0%	-10.1%	0.3%	0.2%	12.5%	-3.9%	-6.7%	-0.314	-0.203	0.0376	0.183	-5.0%
O=c1[nH]c(SCc2cccc(F)c2)nc2ccccc12	-3.4%	3.6%	0.4%	/	5.6%	/	-16.7%	0.883	-0.201	0.311	-0.903	/

(list continues)
SMILES	LYP phosphatase	P. falciparum M1AAP	SIAH1 antagonists	XIAP displacement	P. falciparum M17LAP	PMI inhibition	AID2073	Dynein cargo inh	Dynein cargo inh cytoplasmic EGFP	Dynein cargo inh nuclear GR-EGFP	Dynein cargo inh cell count	PMI inhibitors
CC(Sc1nc2ccccc2o1)C(=O)O (stereo unspecified)	-8.2%	4.2%	2.9%	-7.5%	0.1%	-0.1%	-16.2%	2	-0.22	1.13	0.686	-14.7%
CCN(CC(=O)Nc1ccc(N2CCOCC2)cc1)C(=O)COc1ccccc1OC	-10.2%	3.0%	8.3%	-1.2%	3.7%	5.5%	-1.3%	-0.575	-0.0672	-0.204	0.467	5.4%
Cc1ccccc1N1C(N)=NC(N)=NC1(C)C	-3.8%	4.4%	-3.6%	1.4%	1.0%	-0.8%	-6.1%	-0.31	-0.225	-0.343	0.645	5.7%
O=C(O)c1ccccc1SCc1cn2cc(Cl)ccc2n1	-3.1%	0.3%	-4.5%	0.2%	52.1%	1.9%	3.8%	-1.04	-0.256	-0.412	0.706	-2.6%
O=C(Nc1ccc(N2CCOCC2)c2nonc12)C1CCCC1	0.1%	6.0%	-0.1%	-5.7%	13.3%	44.8%	-6.9%	-0.289	-0.177	-0.148	0.903	53.4%*
Oc1ccc(/C=N\Nc2cc(N3CCOCC3)nc(N3CCOCC3)n2)c(O)c1	-5.9%	13.2%	0.6%	0.0%	11.1%	61.1%*	-13.9%	-2.11	-0.189	-0.668	0.827	32.2%
COCCn1c(SCC(=O)Nc2cc(C)on2)nc2ccccc21	-5.5%	-4.9%	-5.2%	-10.2%	-2.5%	-53.1%	-12.9%	-1.03	-0.335	-0.785	0.258	-55.2%
CC(C)C(=O)Nc1ccc(C(=O)NNC(=S)NC(=O)c2ccco2)cc1	-0.2%	-4.5%	-7.1%	/	6.7%	/	-38.2%	1.58	-0.607	0.507	-1.38	/
Cc1ccc(N2CC(C(=O)Nc3nnc(C(C)C)s3)CC2=O)cc1 (stereo unspecified)	-4.8%	0.1%	0.1%	-4.4%	-0.3%	1.2%	-4.7%	-0.817	0.838	-0.3	0.41	1.6%
CCOc1ccc(N2C(=O)c3ccc(C(=O)OCc4c(C)noc4C)cc3C2=O)cc1	-9.3%	-12.9%	-5.4%	-6.8%	-5.7%	-18.4%	1.0%	-0.511	-0.214	-0.203	0.444	-7.1%
O=C(CSc1nnc(CNc2ccc(F)cc2)n1Cc1ccccc1)N1CCOCC1	5.0%	13.7%	-2.1%	-5.4%	17.4%	0.3%	-7.0%	-0.491	-0.254	-0.108	0.446	-3.7%
Cc1cc(=O)[nH]c(SCC(=O)Nc2cc(S(=O)(=O)N3CCCC3)ccc2Cl)n1	2.3%	9.0%	0.9%	/	13.2%	/	6.9%	-0.665	-0.207	-0.319	0.569	/
O=Cc1ccc(Oc2cnccn2)cc1	-9.1%	9.7%	17.3%	-3.7%	9.9%	-2.5%	5.3%	-0.378	-0.321	-0.175	0.852	-6.3%
CC(=O)c1ccc(NC(=O)C(C)n2nc(-c3ccccc3)c3cc(Cl)ccc32)cc1 (stereo unspecified)	0.9%	-1.0%	-0.1%	-7.3%	10.5%	12.0%	43.6%	-0.604	-0.236	0.44	0.735	11.1%
O=C(CN(CCc1ccccc1)C(=O)CNS(=O)(=O)c1ccccc1)NCc1ccco1	-8.0%	3.9%	-0.4%	-4.2%	-6.0%	-8.4%	13.9%	-0.116	-0.267	-0.121	0.572	-10.0%
CCOC(=O)N1CCC(NC(=O)CC(NS(=O)(=O)c2ccc(Cl)cc2)c2ccco2)CC1 (stereo unspecified)	-1.6%	-2.6%	4.9%	0.8%	7.3%	8.6%	-17.9%	0.549	-0.291	0.844	-0.189	8.7%
CCCC(C(=O)NC1CCCC1)N(C(=O)Cn1nnc(-c2ccc(C)o2)n1)c1ccccc1OC (stereo unspecified)	-6.8%	5.9%	-0.9%	1.2%	-9.6%	0.4%	-1.2%	0.233	-0.221	0.556	-0.574	-1.0%
N#Cc1ccc(-c2ccc(OCC(O)Cn3nnc4ccccc43)cc2)cc1 (stereo unspecified)	-4.0%	0.5%	-0.3%	-6.2%	13.4%	7.4%	6.9%	-0.463	-0.502	-0.215	0.233	9.4%

Arranged by number of heavy atoms (low to high): part of the list above
SMILES	LYP phosphatase	P. falciparum M1AAP	SIAH1 antagonists	XIAP displacement	P. falciparum M17LAP	PMI inhibition	AID2073	Dynein cargo inh	Dynein cargo inh cytoplasmic EGFP	Dynein cargo inh nuclear GR-EGFP	Dynein cargo inh cell count	PMI inhibitors
CC(Sc1nc2ccccc2o1)C(=O)O (stereo unspecified)	-8.2%	4.2%	2.9%	-7.5%	0.1%	-0.1%	-16.2%	2	-0.22	1.13	0.686	-14.7%
Oc1ccc(/C=N\Nc2cc(N3CCOCC3)nc(N3CCOCC3)n2)c(O)c1	-5.9%	13.2%	0.6%	0.0%	11.1%	61.1%*	-13.9%	-2.11	-0.189	-0.668	0.827	32.2%
O=C(CSc1nnc(CNc2ccc(F)cc2)n1Cc1ccccc1)N1CCOCC1	5.0%	13.7%	-2.1%	-5.4%	17.4%	0.3%	-7.0%	-0.491	-0.254	-0.108	0.446	-3.7%

An unsorted share of the library. Share with any hit: about 2.1%.
